Neddyl block: blocks human cullin neddylation; 0.58% of 360,000 active; calls only at 25 µM; TR-FRET cullin neddylation, biochemical; P61081+Q13564; in the data active = inhibition above about 36%
Rin1-Abl PPI inh: blocks binding of human Rin1 to Abl; P00519+Q13671; TR-FRET Rin1/Abl binding, biochemical; inhibition, % at 7.35 µM; 0.4% of 360,000 active; AID 588664; in the data active = inhibition above about 5%, passing the limit was not always enough
eLon inh: inhibits E. coli Lon protease. P0A9M0. 0.42% of 360,000 active. purified E. coli Lon protease, fluorescence polarization. AID 602123. inhibition, % at 7.94 µM; in the data active = inhibition above about 13%, passing the limit was not always enough;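 note: 0% = enzyme with probe and DMSO and 100% = no enzyme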
MsrA inhibitor: bovine MsrA inhibition; AID 651718; inhibition, % at 15.5 µM; 0.75% of 360,000 active; purified bovine MsrA, absorbance read-out; in the data active = inhibition above about 4.5%;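 note: 0% = vehicle wells with enzyme and 100% = reference inhibitor wells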
FAS TE block: inhibitors of human fatty acid synthase thioesterase domain; recombinant FAS-TE, OMFH fluorogenic substrate, fluorescence endpoint; P49327; inhibition, % at 15 µM; 0.67% of 360,000 active;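 active = compounds whose normalised, plate-corrected inhibition of enzyme fluorescence in the single-dose primary screen is 50% or more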;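 note: 0% = DMSO with enzyme and 100% = substrate without enzyme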
Target sequence (P49327 whole entry, looked up, the tested form may be a part): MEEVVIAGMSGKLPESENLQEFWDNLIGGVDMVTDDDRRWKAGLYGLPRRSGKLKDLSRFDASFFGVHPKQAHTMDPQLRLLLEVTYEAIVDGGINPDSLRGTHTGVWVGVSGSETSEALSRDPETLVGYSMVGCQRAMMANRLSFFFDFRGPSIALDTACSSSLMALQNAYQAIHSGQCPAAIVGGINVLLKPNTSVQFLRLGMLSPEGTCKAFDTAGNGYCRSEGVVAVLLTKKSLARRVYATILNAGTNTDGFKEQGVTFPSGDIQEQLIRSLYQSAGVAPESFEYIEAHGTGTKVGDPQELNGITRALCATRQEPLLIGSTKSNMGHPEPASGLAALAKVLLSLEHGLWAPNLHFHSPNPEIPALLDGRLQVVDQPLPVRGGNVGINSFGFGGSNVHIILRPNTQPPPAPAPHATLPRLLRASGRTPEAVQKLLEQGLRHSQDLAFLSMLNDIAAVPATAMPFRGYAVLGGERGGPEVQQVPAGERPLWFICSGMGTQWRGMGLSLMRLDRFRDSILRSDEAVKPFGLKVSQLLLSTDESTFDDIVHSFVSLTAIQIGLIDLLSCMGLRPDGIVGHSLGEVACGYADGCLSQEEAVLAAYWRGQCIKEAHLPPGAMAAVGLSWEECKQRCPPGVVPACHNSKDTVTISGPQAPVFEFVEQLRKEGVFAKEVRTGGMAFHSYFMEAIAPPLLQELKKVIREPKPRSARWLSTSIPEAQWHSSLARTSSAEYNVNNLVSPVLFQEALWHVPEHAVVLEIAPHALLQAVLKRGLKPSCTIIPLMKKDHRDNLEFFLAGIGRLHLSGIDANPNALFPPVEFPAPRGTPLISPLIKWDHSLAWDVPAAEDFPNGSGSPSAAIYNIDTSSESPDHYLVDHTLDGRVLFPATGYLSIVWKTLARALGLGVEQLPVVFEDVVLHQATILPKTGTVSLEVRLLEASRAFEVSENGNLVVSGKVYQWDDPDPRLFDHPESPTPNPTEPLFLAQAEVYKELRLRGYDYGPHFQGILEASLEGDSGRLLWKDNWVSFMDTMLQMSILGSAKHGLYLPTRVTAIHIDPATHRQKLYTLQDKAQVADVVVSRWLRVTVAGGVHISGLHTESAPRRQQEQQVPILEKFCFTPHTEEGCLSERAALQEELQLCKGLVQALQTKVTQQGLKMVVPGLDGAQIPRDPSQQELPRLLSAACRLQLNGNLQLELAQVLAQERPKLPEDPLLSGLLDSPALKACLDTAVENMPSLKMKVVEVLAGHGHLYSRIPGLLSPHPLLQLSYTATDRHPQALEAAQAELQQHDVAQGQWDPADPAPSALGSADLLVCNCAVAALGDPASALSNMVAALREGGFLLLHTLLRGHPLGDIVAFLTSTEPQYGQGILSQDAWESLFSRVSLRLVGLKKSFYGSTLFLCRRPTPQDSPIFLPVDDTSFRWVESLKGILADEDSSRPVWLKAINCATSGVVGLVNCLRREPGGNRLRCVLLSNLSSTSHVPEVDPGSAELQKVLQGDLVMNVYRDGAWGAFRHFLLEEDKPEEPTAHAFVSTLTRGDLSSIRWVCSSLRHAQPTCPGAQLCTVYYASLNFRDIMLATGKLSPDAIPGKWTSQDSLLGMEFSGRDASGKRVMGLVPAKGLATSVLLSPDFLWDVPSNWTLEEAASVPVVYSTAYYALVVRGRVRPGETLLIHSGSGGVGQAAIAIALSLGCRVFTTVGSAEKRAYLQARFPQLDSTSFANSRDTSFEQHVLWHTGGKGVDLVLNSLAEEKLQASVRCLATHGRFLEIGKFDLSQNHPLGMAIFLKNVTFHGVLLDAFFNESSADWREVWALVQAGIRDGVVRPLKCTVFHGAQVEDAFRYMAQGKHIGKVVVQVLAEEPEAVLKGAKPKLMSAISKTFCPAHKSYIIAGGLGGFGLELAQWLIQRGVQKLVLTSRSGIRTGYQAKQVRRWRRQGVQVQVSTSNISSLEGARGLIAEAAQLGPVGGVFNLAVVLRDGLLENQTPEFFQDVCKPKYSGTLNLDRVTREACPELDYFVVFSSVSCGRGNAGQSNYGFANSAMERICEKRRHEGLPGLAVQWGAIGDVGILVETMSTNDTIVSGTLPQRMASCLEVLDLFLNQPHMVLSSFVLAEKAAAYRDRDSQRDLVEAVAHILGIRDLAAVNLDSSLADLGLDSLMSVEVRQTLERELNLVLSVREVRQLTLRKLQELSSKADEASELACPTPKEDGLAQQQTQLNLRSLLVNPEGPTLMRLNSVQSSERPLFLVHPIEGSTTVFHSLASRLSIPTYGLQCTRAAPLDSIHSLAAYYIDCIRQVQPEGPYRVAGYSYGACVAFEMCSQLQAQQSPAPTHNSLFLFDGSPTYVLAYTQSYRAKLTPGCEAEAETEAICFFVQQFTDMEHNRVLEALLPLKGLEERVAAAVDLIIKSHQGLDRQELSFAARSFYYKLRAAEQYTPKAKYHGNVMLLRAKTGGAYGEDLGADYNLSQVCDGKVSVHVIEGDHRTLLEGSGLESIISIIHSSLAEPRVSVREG
MT1-MMP act inh: blocks activation of human MT1-MMP; P50281; HT1080 RFP-PRO-GFP cells, GFP/RFP ratio fluorescence, overnight; percent of plate control window, DMSO zero; GFP/RFP ratio change, % at 20 µM; 0.061% of 360,000 active;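 active = GFP/RFP ratio change of at least 30% with cell ATP level not reduced by more than half and red fluorescence within 50% of control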; note: strong numbers were not always called active
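Assay system: HT1080 RFP-PRO-GFP cells | Dosing: 20 µM single dose, 1% DMSO | Incubation: Cells overnight before dosing, compound overnight, 37 °C, 5% CO2 | Evaluation: GFP/RFP fluorescence ratio | Control set: DMSO-only wells and HT1080 RFP-L50D-GFP cell wells as references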
NRP1-CendR mod: alters CendR peptide binding to human NRP-1; O14786; FAM-RPARPAR peptide binding to NRP-1, fluorescence polarization; inhibition, % at 25 µM; 0.85% of 360,000 active;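 active = inhibition or corrected inhibition above about 18%, plus a signal ratio from 0.5 to 1.5, limit read from the data, passing the limit was not always enough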; note: strong numbers were not always called active
MsrA act: activates bovine MsrA enzyme. purified bovine MsrA, absorbance read-out. activation, % at 10.6 µM. 0.3% of 360,000 active. AID 602163; in the data active = activation above about 7.5%;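 note: 0% = vehicle and 100% = reference activator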
SKN-1 inh: C. elegans SKN-1 inhibition; C. elegans VP596 Pgst-4::GFP/RFP ratio, acrylamide-induced, 24 h; inhibition, % at 21.8 µM; 0.49% of 360,000 active; AID 624304;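 active = interference check ratio from 0.5 to 1.5 plus GFP to RFP signal ratio inhibition reaching or exceeding a fixed threshold, cut at about 30% in these data, passing the limit was not always enough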; note: some compounds called inactive have numbers as strong as hits
* = called active by the depositor; i = inactive; · = no result given; & = joins results of further samples.

Second line of a record – Neddyl block	Rin1-Abl PPI inh	eLon inh	MsrA inhibitor	FAS TE block	MT1-MMP act inh	NRP1-CendR mod	MsrA act	SKN-1 inh
1: CC(=O)Nc1ccc(Oc2ccc(S(=O)(=O)N3CCCC3)cn2)cc1
    i	-2	-4	-0.4	-7	1	-1	-1	-1
2: CCCN(C(=O)CSc1ncnc2sccc12)c1c(N)n(Cc2ccccc2)c(=O)[nH]c1=O
    i	1	4	-0.5	-3	3	-16	1	9
3: COc1ccc(C2NC(=O)C(C#N)=C(S)N2c2cccc(C)c2)cc1OC (stereo not drawn)
    i	1	-2	1.0	-3	0	-13	-7	1
4: COc1ccc(NC(=O)CC(C)CC(=O)NCc2ccccc2)c(OC)c1 (stereo not drawn)
    i	0	-10	-1.2	-2	-2	-3	-1	-4
5: COc1ccc(N=C2SC(CC(=O)Nc3ccccc3)C(=O)N2Cc2ccccn2)cc1 (stereo not drawn)
    i	2	-3	1.4	6	-1	-16	-2	3
6: COc1ccccc1NS(=O)(=O)c1cccc(C(=O)NCC(c2ccc(F)cc2)N2CCOCC2)c1 (stereo not drawn)
    i	1	-1	-0.5	-2	1	-3	-4	-3
7: CC(=C/C(=O)O)/C(=C/c1ccccc1)C(=O)O
    i	2	-4	-1.2	-7	5	0	-4	5
8: COc1ccc(CCN(C)S(=O)(=O)c2ccc(Cl)nc2)cc1OC
    i	0	-3	-0.8	0	4	8	-5	-1
9: CCn1c(SCC(=O)NCc2ccco2)nc2c(c1=O)SC(C)C2 (stereo not drawn)
    i	0	-3	2.5	1	3	2	-3	25
10: O=c1[nH]c(N/N=C/c2cc3c(cc2[N+](=O)[O-])OCO3)nc2ccccc12
    i	-2	5	0.8	-3	2	-13	-1	4
11: CCN(CC)S(=O)(=O)c1cc(NC(=O)c2ccccc2OCc2c(C)noc2C)ccc1C
    i	0	-12	-1.3	26	4	-12	0	6
12: CC(O)(c1ccc(F)c(F)c1)c1nc(-c2ccc(Cl)cc2)cs1 (stereo not drawn)
    i	1	5	-0.9	47	3	-2	-9	32
13: Cc1ccc(OCC(=O)c2ccc(Cl)s2)c([N+](=O)[O-])n1
    i	2	1	0.5	3	-8	-17	-3	-3
14: COc1ccc(NS(=O)(=O)c2ccc3oc(=O)ccc3c2)cc1
    i	-4	-6	-1.1	-2	-5	3	-2	1
15: Cn1cnnc1SCC(=O)c1c(N)n(Cc2ccccc2)c(=O)n(C)c1=O
    i	4	-5	1.1	-2	4	8	-11	6

Second line of a record – Neddyl block	Rin1-Abl PPI inh	eLon inh	MsrA inhibitor	FAS TE block	MT1-MMP act inh	NRP1-CendR mod	MsrA act	SKN-1 inh
16: COc1ccc(NC(=O)CSc2nnc(-c3ccco3)c(-c3ccco3)n2)cc1OC
    i	-2	2	2.1	-2	1	10	-14	-11
17: Cc1c(N=CN2CCOCC2)c(=O)n(C)c(=O)n1C
    i	1	0	0.1	-6	-1	12	4	10
18: C=CCOc1ccc(/C=N/NC(=O)CC(=O)NC2CCCCC2)cc1
    i	3	-8	-0.8	-4	-1	-2	-3	-1
19: COC(=O)CSc1ncnc2c1cnn2-c1ccc(C)cc1C
    i	-4	-1	0.5	2	-1	-4	-6	-7
20: Cc1nc2ccc(C(=O)NCCCn3ccnc3)cn2c1N(C)CC1CCCCC1
    i	2	-3	-0.7	-15	2	18	-2	8
21: CC1=C(C(=O)Nc2ccccc2)C(c2ccc(N(C)C)cc2)NC(=O)N1 (stereo not drawn)
    i	4	-17	-0.3	-2	-9	-16	1	-14
22: O=C(NCc1ccccn1)c1ccc2c(=O)n3nc(Nc4ccccc4)sc3nc2c1
    i	0	-2	0.4	-18	1	-8	-7	0
23: COc1cc(C(=O)OCC(=O)NCCC2=CCCCC2)ccc1OCC(C)C
    i	-2	-2	-1.2	7	-2	18	1	12
24: CC(=O)N1CCc2c(sc(NC(=O)C3CCN(S(=O)(=O)c4cccs4)CC3)c2C(N)=O)C1
    i	0	-39	0.1	-5	-11	-94	-8	-2
25: CCCC(=O)N1CCC1(C)C(=O)NCc1ccc(SC)cc1 (stereo not drawn)
    i	0	2	0.1	-7	4	2	-3	-7
26: COc1cccc(CSc2nc(N)cc(N)n2)c1
    i	0	6	0.8	-4	2	-3	-1	14
27: NC(=O)/C(=N\OC(=O)c1ccco1)c1nc(-c2ccc(Br)cc2)cs1
    i	-1	-5	1.2	-163	-4	-26	-6	-13
28: CNC(=S)NNC(=O)c1sccc1OCc1ccccc1
    i	-4	-5	-1.0	-2	0	-7	0	22
29: CCCCN(C)C(=O)c1sc(=O)n(Cc2ccccc2C#N)c1C
    i	-2	5	-0.4	-10	2	5	-4	-15
30: Cc1cc(Nc2ccc(F)cc2C)n2nc(C)nc2n1
    i	2	-3	-0.2	-6	1	-5	-4	11

Profiles as entered above.
`COc1cc(C(=O)OCC(=O)NCCC2=CCCCC2)ccc1OCC(C)C` across the screens: Neddyl block = i; Rin1-Abl PPI inh = -2; eLon inh = -2; MsrA inhibitor = -1.2; FAS TE block = 7; MT1-MMP act inh = -2; NRP1-CendR mod = 18; MsrA act = 1; SKN-1 inh = 12
`COc1ccc(NC(=O)CSc2nnc(-c3ccco3)c(-c3ccco3)n2)cc1OC` across the screens: Neddyl block = i; Rin1-Abl PPI inh = -2; eLon inh = 2; MsrA inhibitor = 2.1; FAS TE block = -2; MT1-MMP act inh = 1; NRP1-CendR mod = 10; MsrA act = -14; SKN-1 inh = -11
`Cc1c(N=CN2CCOCC2)c(=O)n(C)c(=O)n1C` across the screens: Neddyl block = i; Rin1-Abl PPI inh = 1; eLon inh = 0; MsrA inhibitor = 0.1; FAS TE block = -6; MT1-MMP act inh = -1; NRP1-CendR mod = 12; MsrA act = 4; SKN-1 inh = 10

Further records
Second line of a record – Neddyl block	Rin1-Abl PPI inh	eLon inh	MsrA inhibitor	FAS TE block	MT1-MMP act inh	NRP1-CendR mod	MsrA act	SKN-1 inh
31: Cc1ccc(NC(=O)CSc2nnc(Cn3c(=O)sc4ccccc43)n2C)cc1Cl
    i	-4	8	0.4	-5	3	-10	1	11
32: COC(=O)CSC(=S)N1C(C)CCCC1C (stereo not drawn)
    i	5	4	-1.1	-4	1	11	0	6
33: Cn1cnnc1SCc1ccc(C#N)cc1
    i	-3	2	-0.2	-11	-1	-3	-5	10
34: CCOc1cc(C2C(C#N)=C(N)SC(N)=C2C#N)ccc1OCCN1CCOCC1
    i	-14	-9	1.3	-6	-9	-40	-12	-4
35: O=C(C1CCOCC1)N1CCCC(N2CCN(c3cccc(Cl)c3)CC2)C1 (stereo not drawn)
    i	1	-2	0.0	-5	0	7	-1	7
36: C(#CCN1CCOCC1)COCCCOC(c1ccccc1)c1ccccc1
    i	1	4	-0.8	-1	0	6	-3	9
37: CCN(C(=O)Cn1nc(C)c([N+](=O)[O-])c1C)c1c(N)n(Cc2ccccc2)c(=O)[nH]c1=O
    i	1	3	-1.1	-5	-1	-7	-2	-13
38: CC(C)C[C@@H]1CN=C(N)N1C[C@@H]1CCCN1C[C@H](C)N1C[C@@H](Cc2ccccc2)N(CCc2ccc(Cl)c(Cl)c2)C1=N
    i	4	-3	·	-33	2	10	-2	-3
39: CCCN1CN(Cc2ccccc2)CNC1=S
    i	0	-6	-0.6	-7	0	1	-4	9
40: CCN1C(=O)/C(=C\N2CCN(c3ccccc3)CC2)SC1=S
    i	0	2	0.9	19	4	8	1	-12
41: Cc1ccc(C(=O)NNC(=O)c2cccnc2SCc2cccc([N+](=O)[O-])c2)cc1
    i	-2	-7	0.5	3	2	3	-8	2
42: Cc1cccc(CCN2CCN=C2N(C)C)c1
    i	3	-4	-0.4	-4	-3	-4	-2	-18
43: CC(=O)COC(=O)C1CC(=O)N(c2ccc(C)c(C)c2)C1 (stereo not drawn)
    i	2	-2	-0.1	-8	-2	16	-4	-7
44: O=C(Cc1c(F)cccc1Cl)OCN1C(=O)c2ccccc2C1=O
    i	-2	-1	0.1	7	-2	-1	-2	-7
45: CCc1nc2ccccc2n1CC(=O)Nc1cc(C)on1
    i	3	-3	-0.7	-2	1	-2	-11	-3

Shown in markdown: two of the compounds above
| entry | SMILES | Neddyl block | Rin1-Abl PPI inh | eLon inh | MsrA inhibitor | FAS TE block | MT1-MMP act inh | NRP1-CendR mod | MsrA act | SKN-1 inh |
| --- | --- | --- | --- | --- | --- | --- | --- | --- | --- | --- |
| 31 | Cc1ccc(NC(=O)CSc2nnc(Cn3c(=O)sc4ccccc43)n2C)cc1Cl | i | -4 | 8 | 0.4 | -5 | 3 | -10 | 1 | 11 |
| 42 | Cc1cccc(CCN2CCN=C2N(C)C)c1 | i | 3 | -4 | -0.4 | -4 | -3 | -4 | -2 | -18 |

Following part:
Second line of a record – Neddyl block	Rin1-Abl PPI inh	eLon inh	MsrA inhibitor	FAS TE block	MT1-MMP act inh	NRP1-CendR mod	MsrA act	SKN-1 inh
46: O=C(COc1ccc(S(=O)(=O)NCc2ccccc2)cc1)NCc1cccnc1
    i	-1	-2	-0.8	-4	5	5	-1	-4
47: COc1ccc(CNC(=O)c2cnc3scc(C)n3c2=O)cc1
    i	-1	-2	3.4	19	-2	-15	-3	8
48: Cc1ccc(C)c(N2CCN(CCCNC(=O)Cn3cccc3C(=O)c3ccccc3)CC2)c1
    i	2	-4	0.2	5	-4	7	1	5
49: O=C(/C=C/c1cccs1)NCc1cccs1
    i	-3	4	1.2	-3	3	-2	-2	16
50: O=C(Nc1ccc2c(c1)CCC2)c1ccccc1
    i	1	-2	0.1	0	4	3	0	23
51: C/C(N)=C(/C#N)C(=O)CSc1nnc(Nc2cccc(C)c2C)s1
    i	3&-2	7&3	0.8&-0.1	-6&1	1&-3	-1&1	-7&-4	13&-12
52: Cc1ccc(NS(=O)(=O)c2ccc3c(c2)CC(=O)N3)cc1F
    i	-1	7	-0.6	-2	-7	21	-1	11
53: CC(=O)Nc1ccc(-c2sc(Nc3cccc4ccccc34)n[n+]2-c2ccccc2)cc1
    i	2	-4	0.5	-127	-2	-5	-2	14
54: Cc1nnc(N2C(=O)C(=O)/C(=C(/O)c3ccc4c(c3)CC(C)O4)C2c2ccccc2F)s1 (stereo not drawn)
    i	0	-4	2.2	-4	-1	-4	-3	16
55: CCCC(C)C(=O)Nc1nc(C)c(-c2csc(Nc3ccccc3OC)n2)s1 (stereo not drawn)
    i	6	-13	1.2	19	10	-21	-1	14
56: NC(=O)CC(NC(=O)Cc1cccc2ccccc12)c1ccc(NCCc2ccc(F)cc2)c([N+](=O)[O-])c1 (stereo not drawn)
    i	2	-5	0.3	2	1	-42	1	-3
57: COCCn1c(SCc2cccc([N+](=O)[O-])c2)nc2ccccc2c1=O
    i	3	-1	-0.6	51*	0	4	-3	14
58: Cc1ccc(/C=N/NC(=O)c2ccoc2C)s1
    i	1	1	2.6	-10	-1	-8	-5	-12
59: CC(=O)Nc1ccc(N/C(N)=N/c2nc(C)cc(C)n2)cc1
    i	2	11	-0.5	-8	1	-7	-9	5
60: CC(C)NC(=O)NNC(=O)c1nn(-c2ccc(F)cc2)ccc1=O
    i	0	4	2.2	-7	7	9	-2	2

Some entries already given with just MsrA act.
cpd | Compound | MsrA act
54 | Cc1nnc(N2C(=O)C(=O)/C(=C(/O)c3ccc4c(c3)CC(C)O4)C2c2ccccc2F)s1 (stereo not drawn) | -3
55 | CCCC(C)C(=O)Nc1nc(C)c(-c2csc(Nc3ccccc3OC)n2)s1 (stereo not drawn) | -1
56 | NC(=O)CC(NC(=O)Cc1cccc2ccccc12)c1ccc(NCCc2ccc(F)cc2)c([N+](=O)[O-])c1 (stereo not drawn) | 1
57 | COCCn1c(SCc2cccc([N+](=O)[O-])c2)nc2ccccc2c1=O | -3
58 | Cc1ccc(/C=N/NC(=O)c2ccoc2C)s1 | -5
